Bioassay records from PubChem.
S3 lipid droplet: qHTS Assay for Lipid Storage Modulators in Drosophila S3 Cells | Drosophila S3 cells, BODIPY lipid droplet fluorescence, 18-24 h; cells fed with added oleic acid | Potency in µM for hits, for the others lipid storage change, negative = inhibition, % at the top dose, mostly 46.1 µM | actives 0.64% (n = 320,000); active means well fitted inhibition curve with a large enough effect in the signal ratio, with a control signal flat, not every such curve was filed as active; inconclusive means small, poorly fitted or top-dose-only effect, or effect the other way, or a change in a side signal; the % refers to the signal ratio
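Laser-scanning cytometry quantifies lipid droplet accumulation (500–530 nm total intensity; droplet/cell object ratio) in oleic acid-fed (400 uM added) Drosophila S3 cells treated with a concentration series. 20 uM Triacsin C defined 100% inhibition.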
S3 lipid droplet cell count max: also measured in S3 lipid droplet; calls as there; cell number change, %; measured here: cell count max response;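 cells counted by Cell Tracker Red CMTPX staining in the red channel; peak over a dose series mostly up to 46.1 µM; percent activity relative to internal control wells on each plate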
Starred values were filed as active, the others as inactive; i = inactive; ? = inconclusive; . = no result given; [ ] = another dose, or the depositor's remark. On the % scale 0 is the no-effect control and ±100 the full control effect; potency means the concentration at half of the fitted maximal effect. An excerpt; rates above refer to the full screens.

S3 lipid droplet	S3 lipid droplet cell count max	Molecule
-7%	1	CCN(CCNC(=O)c1ccc(CSc2nc3ccncc3[nH]2)cc1)c1ccccc1
?	.	CCOC(=O)c1c(O)c2c(n(Cc3ccco3)c1=O)CCCC2
?	.	O=C(O)c1ccccc1C(=O)Nc1nc(-c2ccc3ccccc3c2)cs1
-7%	-8	O=[N+]([O-])c1ccc(-c2ccn[nH]2)o1
i	.	O=C(O)c1ccccc1N=Nc1c(O)[nH]c2ccc([N+](=O)[O-])cc12
?	.	O=C(CCN1C(=O)c2ccc([N+](=O)[O-])cc2C1=O)Nc1ccc(O)cc1C(=O)O
?	.	Oc1ccc(-c2nc3ccccc3nc2-c2ccccc2)cc1
39%	22	COC(=O)c1cnn2c(C(F)(F)F)cc(-c3ccc(F)cc3)nc12
-3%	-12	CCOC(=O)C1(CCc2ccccc2)CCN(Cc2c(O)cccc2OC)CC1
1%	-9	CC1COc2ccccc2N1C(=O)c1ccccc1Cl (centres undefined)
?	.	Cn1c(=O)[nH]c(=O)c2c1nc1n2CCCN1CCc1ccccc1
?	.	COc1ccc(/C=C/C(=O)Nc2cccnc2)cc1OC
8%	18	CC(=O)Nc1ccc(NC(=O)CSc2nnc(NC(=O)c3ccc(Br)o3)s2)cc1
i	-16	CCOc1ccc(OCC)c(S(=O)(=O)NCc2ccccn2)c1
i	.	COc1cccc(CNC(=O)C2CCN(S(=O)(=O)c3cccs3)CC2)c1
?	.	O=C(O)c1cc(NCc2ccccc2C(F)(F)F)ccc1N1CCOCC1
?	.	O=C(NC1CCCC1)C1CCN(C(=O)Nc2cccc(Cl)c2)CC1
?	.	C/C(=N\NC(=S)NCc1ccccc1)c1ccc(C)o1
-9%	-15	COc1ccc(-n2nnc3c(=O)n(CC(=O)N4CCCC4)cnc32)cc1
1%	3	CCOC(=O)c1ccc(NC2=CC(=O)C(=O)c3ccccc32)cc1
?	.	CCCOc1ccc(C(=O)CCC(=O)OCC(=O)N2CC(=O)Nc3ccccc32)cc1
9%	-2	COc1ccc(/C=N/NC(=O)CN2CCN(Cc3ccccc3)CC2)cc1Br
?	.	CNS(=O)(=O)c1cc(NC(C)=O)c(C)cc1C
-7%	8	CN(C)c1nc(N)c([N+](=O)[O-])c(NCC2CCCO2)n1 (centres undefined)
?	.	Cc1c(N(C)S(=O)(=O)c2cccc(C(=O)NC(C)C)c2)c(=O)n(-c2ccccc2)n1C
?	.	CCn1c(O)c(C=Nc2ccccc2)n(-c2ccccc2)c1=S
-13%	3	Cc1nnc(SCC(=O)Nc2ccc(S(=O)(=O)N3CCCCC3)cc2)s1
-6%	-6	CC(NC(=O)c1cccnc1)C(=O)N1CCCCC1 (centres undefined)
i	23	COC(=O)c1sccc1-n1cccc1C(=O)C(=O)N1CC(C)OC(C)C1 (centres undefined)
?	.	CCOC(=O)COc1ccc(CCNC(C)=O)cc1
?	.	OC(CN1CCOCC1)Cn1c2c(c3ccccc31)CCCC2 (centres undefined)
0%	7	CCN(CC)CCN1C(=O)C(=O)/C(=C(/O)c2ccc(F)cc2)C1c1cccnc1 (centres undefined)
-7%	-4	Cc1cc(C)n(CC(O)Cn2cnc3c2c(=O)n(C)c(=O)n3C)n1 (centres undefined)
?	.	c1ccc(Cn2c(-c3cncs3)nc3ccccc32)cc1
-5%	5	COc1ccc(-c2cc(=O)oc(-c3cccc(C)c3)n2)cc1
i	-6	COc1ccc(N(CC(=O)NC2CCCCC2)C(=O)CCCC(=O)Nc2ccccn2)cc1
2%	-11	C=CCNC(=O)c1onc(CSc2ccccc2)c1C(=O)O
?	.	O=C1NC2(CCCCC2)C(=O)N1/N=C/c1ccccc1Br
i	16	CCOc1ccc(CCNC(=O)C2CC(=O)N(CCc3ccccc3)C2)cc1OCC (centres undefined)
?	.	CS(=O)(=O)N(Cc1ccc(C(=O)NC2CCCCC2O)cc1)c1ccccc1 (centres undefined)
7%	-23	COc1cccc(CC2(CO)CCCN(Cc3ccccc3-c3ccco3)C2)c1 (centres undefined)
?	.	COc1ccccc1C(=O)NNC(=O)C(=O)Nc1cccc(Cl)c1C
?	.	COC(=O)c1cc(NS(=O)(=O)c2ccc(C)c3ccccc23)ccc1N1CCOCC1
-1%	-4	COc1ccc(OC)c(NC(=O)C(=O)NNC(=O)C23CC4CC(CC(C4)C2)C3)c1
-2%	7	CSc1nc2nc3c(cc2c(=O)n1-c1ccccc1)COC(C)(C)C3
1%	-13	CCOc1ccc(-n2nnnc2SCC(=O)N2CCOCC2)cc1
?	.	O=C(CN1CCC(C(=O)O)CC1)Nc1ccccc1Oc1ccccc1
?	.	CCCN(CCC)C(=O)CC(c1ccccc1)c1ccc(C)cc1O (centres undefined)
i	-11	Cc1cc(C(=O)O)ccc1-n1c(C)cc(/C=C2\SC(=O)NC2=O)c1C
-1%	-12	COCCCNC(=S)N1CCN(C(=O)c2ccco2)CC1
?	.	COc1ccc(C(=O)Nc2ccc(S(=O)(=O)N3CCOCC3)cc2)cc1[N+](=O)[O-]
i	23	CN(C)CCCn1c(=S)[nH]c2sc3c(c2c1=O)CCCC3
9%	20	Cc1nc([N+](=O)[O-])c(N2CCOCC2)n1Cc1ccccc1
21%	14	COc1ccc(NC(=O)C2=NN(c3ccccc3)C(=O)CC2)cn1
4%	-7	O=C(Cc1c(O)c2ccccc2[nH]c1=O)NCc1cccc(F)c1
?	.	CCNC(=S)Nc1ccc(C)c(Cl)c1
?	.	CCOc1cc(/C=N/NC(=O)C(=O)N2CCCC2)ccc1O
?	.	COCC(=O)NCc1nc2ccccc2[nH]1
5%	-1	CCCc1ncc(C(O)(c2ccccc2)c2ccccc2)n1C
?	.	CC(C)C(OC(=O)c1nsc(Cl)c1Cl)C(=O)NCc1ccccc1 (centres undefined)

A second format for part of the listing above:
structure	S3 lipid droplet	S3 lipid droplet cell count max
COC(=O)c1cc(NS(=O)(=O)c2ccc(C)c3ccccc23)ccc1N1CCOCC1	?	.
COc1ccc(OC)c(NC(=O)C(=O)NNC(=O)C23CC4CC(CC(C4)C2)C3)c1	-1%	-4
CSc1nc2nc3c(cc2c(=O)n1-c1ccccc1)COC(C)(C)C3	-2%	7
CCOc1ccc(-n2nnnc2SCC(=O)N2CCOCC2)cc1	1%	-13
O=C(CN1CCC(C(=O)O)CC1)Nc1ccccc1Oc1ccccc1	?	.
CCCN(CCC)C(=O)CC(c1ccccc1)c1ccc(C)cc1O (centres undefined)	?	.
Cc1cc(C(=O)O)ccc1-n1c(C)cc(/C=C2\SC(=O)NC2=O)c1C	i	-11
COCCCNC(=S)N1CCN(C(=O)c2ccco2)CC1	-1%	-12
COc1ccc(C(=O)Nc2ccc(S(=O)(=O)N3CCOCC3)cc2)cc1[N+](=O)[O-]	?	.
CN(C)CCCn1c(=S)[nH]c2sc3c(c2c1=O)CCCC3	i	23
Cc1nc([N+](=O)[O-])c(N2CCOCC2)n1Cc1ccccc1	9%	20
COc1ccc(NC(=O)C2=NN(c3ccccc3)C(=O)CC2)cn1	21%	14
O=C(Cc1c(O)c2ccccc2[nH]c1=O)NCc1cccc(F)c1	4%	-7
CCNC(=S)Nc1ccc(C)c(Cl)c1	?	.
CCOc1cc(/C=N/NC(=O)C(=O)N2CCCC2)ccc1O	?	.
COCC(=O)NCc1nc2ccccc2[nH]1	?	.

Carrying on:
S3 lipid droplet	S3 lipid droplet cell count max	Molecule
-11%	-2	COc1ccc(/C=C2\Sc3ccc(C(=O)NCC4CCCO4)cc3N(C)C2=O)cc1 (centres undefined)
i	.	CN1CCCC(OC(=O)c2ccc(C(C)(C)C)cc2)C1 (centres undefined)
?	.	CCC(C)(C)C1CCC(=NNC(=S)Nc2ccccc2)CC1 (centres undefined)
?	.	CC(=O)OCCN(CCOC(C)=O)c1c(C)[nH]c(=O)[nH]c1=O
14%	-12	CCOC(=O)c1cnn(-c2nc(-c3ccccc3)nc3c2COC(C)(C)C3)c1N
?	.	CCOC(=O)N1CCC(NC(=O)c2cc(C(=O)Nc3ccc(OCC)cc3)ccc2CO)CC1
?	.	COC(=O)CSc1nnc(-c2ccc(S(=O)(=O)NCc3ccccc3Cl)cc2)o1
7%	-8	COc1ccc2c(c1)c(C(=O)N/N=C/c1ccc(OC)c(OC)c1)c(C)n2C
?	.	CC(C)(C)c1nnc(NC(=O)C2CC(=O)N(CCc3ccc(F)cc3)C2)s1 (centres undefined)
i	-29	CCCNC(=O)CSc1nc(Cc2ccccc2)nc2ccccc12
?	.	CN1C[N+]([O-])=C(c2ccccc2)C1(C)C
i	5	O=C(Nc1ccccc1Cl)Nc1ccnn1C1CCN(C(=O)c2cscn2)CC1
?	.	O=C(Cc1c(F)cccc1Cl)N1CCCC1
6%[0.0737 µM]	.	O=C(Cc1ccc(F)cc1)OCC(=O)N1CCN(S(=O)(=O)c2ccc(Cl)cc2)CC1
?	.	CC(C(=O)N(C)C1CCS(=O)(=O)C1)N1C(=O)/C(=C/c2ccc(F)cc2)SC1=S (centres undefined)
-14%	14	CS(=O)(=O)N(CC(=O)Nc1ccccc1C(=O)N1CCOCC1)c1cccc([N+](=O)[O-])c1
3%	7	C=CCNC(=O)c1ccc(C2SCC(=O)N2Cc2ccccc2)cc1 (centres undefined)
?	.	CCC[N+](C)(C)C(C)C(OC(C)=O)c1ccccc1 (centres undefined)
?	.	CCOc1ccc(/C=C2\NC(=S)NC2=O)cc1
?	.	CCOc1ccc(C(=O)NC(C(=O)NCc2ccccc2OC)C(C)C)cc1 (centres undefined)
-4%	15	Cc1ccccc1-c1n[nH]c(=S)n1/N=C/c1ccc(-c2ccccc2Br)o1
?	.	O=C(CCCc1nc(-c2ccccc2)no1)N1CCOCC1
?	.	O=C(CSc1nc(C(F)(F)F)cc(=O)[nH]1)Nc1nccs1
14%	0	CN1c2ccccc2C(C)(C)C12CCCC(=O)N2 (centres undefined)
i	-7	O=C1COc2ccc(C(=O)c3ccccc3C(=O)NCc3ccccc3)cc2N1
?	.	CC1(C)CCC(=O)N2CC[C@H]3C[C@H](OC(=O)Nc4ccccc4)C[C@@H]1[C@H]32
?	.	COc1ccc(CCNC(=O)C(NS(=O)(=O)c2cccc3nsnc23)C(C)C)cc1OC (centres undefined)
7%	5	O=C(CSc1nc(-c2ccc(F)cc2)cc(C(F)(F)F)n1)NCCN1CCOCC1
?	.	COc1ccccc1-n1cnnc1SCC(=O)NC1CCCC1
-9%	13	CCN(CC)CCN(C(=O)c1ccc(C(=O)c2ccccc2)cc1)c1nc2ccc(OC)cc2s1

2 successive entries out of the list so far, quoted:
S3 lipid droplet	S3 lipid droplet cell count max	Molecule
-3%	-12	CCOC(=O)C1(CCc2ccccc2)CCN(Cc2c(O)cccc2OC)CC1
1%	-9	CC1COc2ccccc2N1C(=O)c1ccccc1Cl (centres undefined)

Remaining list, next part.
S3 lipid droplet	S3 lipid droplet cell count max	Molecule
?	.	CC(C)(C)OC(=O)CNC(=O)c1nc[nH]c1C(=O)NCc1ccccc1
?	.	CCN(CC)CCSc1nnc2c3ccccc3n(CCc3ccccc3)c2n1
?	.	O=C(CNC(=O)c1cccs1)NCC(=O)OCc1ccccc1Br
?	.	Cc1ccc(C(=O)C=CNNC(=O)c2ccccc2)cc1
-24%	4	COc1cccc(CNC(=O)CCCCCNC(=O)N2CCn3c2nc2ccccc23)c1
4%	-7	c1ccc(Cn2nnc3c(N4CCC5(CC4)OCCO5)ncnc32)cc1
8%	-2	Cc1nn(CC(=O)Nc2cccnc2N2CCOCC2)c(=O)c2ccccc12
?	.	Cc1nc(NN)nc(NCc2ccccc2)n1
27%	5	COc1ccc(OC)c(C(=O)COC(=O)c2ccccc2O)c1
?	.	CC(C)(C)c1ccc(OCCC(=O)OCC(=O)Nc2ccc(N3CCOCC3)cc2)cc1
?	.	CC1CCN(CCNC(=O)c2ccc(NC(=O)C3CCCO3)cc2)CC1 (centres undefined)
21%	.	COc1ccc(-c2nnc(SCCC(=O)O)n2C)cc1OC
i	7	O=C(Nc1ccc2c(c1)N(Cc1ccccc1)C(=O)c1ccccc1S2)NC1CC1
?	.	CC(=O)Nc1cccc(NC(=O)COc2ccc3c(c2)OCO3)c1
?	.	CCCC(C)C(=O)N(Cc1ccccc1)c1ccccn1 (centres undefined)
?	.	COC(CNC(=O)Cn1ncc2ccsc2c1=O)OC
?	.	O=C(CN1CCC(C(=O)c2ccc3c(c2)OCCO3)CC1)NC1CCCC1
15%	-7	CC(CCc1ccccc1)NC(=O)CCC(=O)N1CCC(C(N)=O)CC1 (centres undefined)
?	.	COc1ccc(C)cc1NC(=O)C(c1ccccc1)N1CCN(CC(=O)N2CCCC2)CC1 (centres undefined)
?	.	O=C(NCCO)C(=O)Nc1cc2c3c(c1)CCC(=O)N3CCC2
?	.	CCOc1cc(C2NN=C(c3ccc(C)cc3)S2)ccc1O (centres undefined)
?	.	CCOC(=O)c1cnn(-c2ccccc2)c1-n1cccc1C(=O)C(=O)Nc1ccccc1C(F)(F)F
8%	0	Cc1cccc(C)c1NC(=O)CSc1nnc(NC(=O)CN2CCOCC2)s1
?	.	CC(C)NC(=O)c1cccc(NC(=O)CC2SC(N3CCCCC3)=NC2=O)c1 (centres undefined)
10%	17	Cc1ccc(C(=O)COC(=O)CCc2ccc(S(=O)(=O)N3CCCCC3)cc2)cc1
?	.	Cn1cc(/C=C(\C(=O)O)C(C(=O)O)=C2CCCCC2)c2ccccc21
?	.	O=C(N/N=C/c1ccccc1O)C(=O)Nc1ccccn1
0%	-1	CCCNC(=S)N1CCC(NC(=O)C23CC4CC(CC(C4)C2)C3)CC1
?	.	Cc1ccccc1OCc1csc(N)n1
